LGR2 inh: inhibitors of bursicon-induced Drosophila LGR2 receptor cAMP signaling | HEK293 LGR2, CRE-luciferase, bursicon-stimulated, 4 h | inhibition, % at 9.99 µM | 0.35% of 380,000 active;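 active means drop in luminescence signal, shown as inhibition above about 50% in the replicate tests, limit read from the data, passing the limit was not always enough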;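 further: agonist challenge used bursicon conditioned medium at about half maximal strength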
FN deposit inh: fibronectin deposition inhibition | 0.086% of 350,000 active | inhibition, % at 12.6 µM | AH1F fibroblasts, Alexa488-fibronectin deposition fluorescence, overnight;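 active means mean inhibition across replicates of 30% or more, regardless of how many single replicates reach that level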;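 further: positive control wells lacked labelled fibronectin entirely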
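test system = AH1F fibroblasts assembling fluorescent fibronectin matrix | quantity = 10000 AH1F cells per well | buffer or medium = DMEM plus 2% serum, read in PBS | doses = single dose, pinned | incubation = 1 h cell attachment, overnight exposure to compound and label | detection = fluorescence at 485 nm excitation, 525 nm emission | read-out basis = inhibition from reduced deposited-fibronectin fluorescence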
Starred values were filed as active, the others as inactive. These rows are one share of the data; the hit share may differ from the screen's.

SMILES	LGR2 inh	FN deposit inh
COc1ccc(CCN2C(=O)CC(NNC(=O)c3cccc(O)c3)C2=O)cc1 (centres undefined)	4	-7
COc1ccc(-c2cnc(NCc3cc4c(cc3[N+](=O)[O-])OCO4)n2C)cc1	-8	5
CCNC(=S)N(Cc1cc2cc(C)ccc2[nH]c1=O)C1CCCC1	7	0
O=C(Oc1ccc2c(-c3ccccc3)cc(=O)oc2c1)c1cccs1	-13	5
O=C(CSc1ccccc1)N(c1ccc(Br)cc1)c1nccs1	-17	0
COCCCNCCOc1ccc(C)cc1[N+](=O)[O-]	-3	5
COc1ccc(C(=S)NCS(=O)(=O)c2ccc(C)cc2)cc1	-3	-4
CCN1CCCC(NC(=O)c2cc([N+](=O)[O-])ccc2OC)C1 (centres undefined)	-6	-3
O=C(Cc1cc(=O)[nH][nH]1)N/N=C/c1cccc2ccccc12	-7	1
Cc1ccc(C)c2[nH]c(=O)c(CCNC(=O)c3ccco3)cc12	-1	-1
CCC1CSC(Nc2ccc(C(=O)/C=C/c3ccc(Oc4ccccc4)cc3)cc2)=N1 (centres undefined)	-21	-3
CCn1c(CC(=O)Nc2ccc(C)cc2)nnc1SCC(=O)NCCc1ccccc1	30	-1
N#CC(C#N)=C1C=CC=CN1/C(=C\c1ccco1)C(=O)c1ccc(-c2ccccc2)cc1	5	-23
O=C(NCc1ccc2c(c1)OCO2)c1ccc(CSCc2ccc(Cl)cc2)o1	6	3
O=C(c1ccc(Cl)c([N+](=O)[O-])c1)N(Cc1ccccc1)C1CCS(=O)(=O)C1 (centres undefined)	8	-11
O=C(C1CCCN(CCCc2ccccc2)C1)N1CCCCC1 (centres undefined)	1	-6
CCC(CC)NC(=O)/C=C/c1ccccc1Cl	-21	-4
CCC(=O)c1ccc(OCC(O)CNC(C)c2ccccc2)cc1 (centres undefined)	1	-7
COc1ccc2c3c([nH]c2c1)[C@@H](CO)N(Cc1ccccn1)CC31CN(Cc2cccc(F)c2)C1	0	-9
O=C(Cc1ccccc1[N+](=O)[O-])NCc1ccc(Cl)cc1Cl	-8	5
Cc1ccc(NC2=C(NC(=O)c3ccccc3)C(=O)c3ccccc3C2=O)cc1Cl	27	0
COc1ccc(CNC(=O)COC(=O)CC2CCCC2)cc1	0	-5
Cc1ccc(C(C[N+](=O)[O-])c2c(-c3ccccc3O)[nH][nH]c2=O)cc1 (centres undefined)	9	-1
O=C(C[n+]1ccc2ccccc2c1)c1ccc(NC(=O)c2ccccc2)cc1	1	-2
COC(=O)N/N=C/c1ccc(-c2cccc(Cl)c2)o1	-13	3

Two entries from above, reformatted.
mol | LGR2 inh | FN deposit inh
COc1ccc(CNC(=O)COC(=O)CC2CCCC2)cc1 | 0 | -5
Cc1ccc(C(C[N+](=O)[O-])c2c(-c3ccccc3O)[nH][nH]c2=O)cc1 (centres undefined) | 9 | -1

Single entries from the list.
For LGR2 inh, Cc1ccc(C(C[N+](=O)[O-])c2c(-c3ccccc3O)[nH][nH]c2=O)cc1 (centres undefined) reads 9
For FN deposit inh, O=C(Oc1ccc2c(-c3ccccc3)cc(=O)oc2c1)c1cccs1 reads 5
For LGR2 inh, Cc1ccc(NC2=C(NC(=O)c3ccccc3)C(=O)c3ccccc3C2=O)cc1Cl reads 27

Carrying on.
SMILES	LGR2 inh	FN deposit inh
O=C(O)c1cc(N/N=C2/CC(c3ccccc3)Oc3ccccc32)ccc1Cl (centres undefined)	-18	-5
CCOC(=O)Cc1csc(SCc2cc(=O)oc3cc(O)ccc23)n1	-6	-7
CCOC(=O)Cc1csc(/N=C/c2c(O)n(-c3ccc(C)c(C)c3)c(=O)c3ccccc23)n1	6	6
CCCCC(=O)Nc1ccc(C(=O)Nc2ccc(S(=O)(=O)Nc3nccc(C)n3)cc2)cc1	9	-6
CN(C)c1ccc(/C=N/N(Cc2ccccc2)c2ccccc2)cc1	5	6
COc1ccc(NC(=O)CCCN(C)S(=O)(=O)c2ccc(C)cc2)cc1	8	-1
O=C(COC(=O)COc1ccccc1[N+](=O)[O-])NC1CCCC1	1	-2
CC(C)(C)C(=O)NC(=S)NCc1ccccc1	-14	1
CC(NC(=O)c1ccc(Cl)cc1)c1nnc(SCc2ccc([N+](=O)[O-])cc2)n1C (centres undefined)	0	3
Cc1ccnc(N2C(=O)CSC2c2ccc(Cl)cc2)c1 (centres undefined)	13	3
O=C(/C=C/c1cnc2ccccc2n1)NC1CCCCCC1	-61	6
COc1ccc(C(=O)c2cc(C(C)=O)c(Nc3ccccc3)s2)cc1	-15	3
C=CCNC(=S)NNC(=O)c1csc(CC)c1	-12	-10
O=C(N/C(=C\c1ccc([N+](=O)[O-])cc1)C(=O)N1CCCCC1)c1ccccc1Br	-13	-3
O=C(CSc1nc2ccc([N+](=O)[O-])cc2[nH]1)c1ccc(Cl)cc1	-24	23
CNC(=O)CSc1nnc(SCCC(=O)O)s1	12	0
c1ccc(-c2nc3ccccc3c3nc4ccccc4n23)cc1	-9	-4
Cn1c(N/N=C2\CCCc3ccccc32)nc2c1c(=O)n(Cc1ccc(F)cc1)c(=O)n2C	-2	-11
Cn1c[n+](C)cc1-c1ccc(/C(N)=N/O)cc1	5	-3
Cc1noc(C)c1COc1ccc(C(=O)OCC(=O)Nc2cccc(S(=O)(=O)N3CCOCC3)c2)cc1	-31	2
COCCCNS(=O)(=O)c1ccc(SC)cc1	21	-6
COc1ccc2oc3cc(C)[n+]([O-])c(-c4ccc(Br)cc4)c3c2c1	-4	-3
COc1ccc(NC(=O)/C(=C/c2cccnc2)NC(=O)c2cccs2)cc1	11	-2
COc1ccccc1N1C(=O)C(Cl)=C(Nc2ccccc2O)C1=O	-16	-11
COc1ccc(C(=O)NC(=S)Nc2ccccc2F)cc1	-38	0

More entries:
SMILES	LGR2 inh	FN deposit inh
Cc1ccc(C2(C)NC(=O)N(CC(=O)c3ccc(Cl)s3)C2=O)cc1 (centres undefined)	11	10
NC1=NC(=O)/C(=C/c2ccccc2OS(=O)(=O)c2ccccc2)S1	7	4
O=C(/C(=N\Nc1ccc(Br)cc1)Sc1nnnn1-c1ccccc1)c1ccccc1	12	-8
CC(C)CN(CCOc1cccc(N2C(=O)C3=C(CCCC3)C2=O)c1)CC(C)C	14	-9
CCOC(=O)c1c(-c2cccc([N+](=O)[O-])c2)csc1NC(=O)CCCOc1ccccc1	2	2
Cc1ccccc1CNC(=O)/C=C\C(=O)O	-21	-3
CSCC[C@H](NC(=O)c1ccc(Cl)c([N+](=O)[O-])c1)c1nc2ccccc2[nH]1	-7	-3
COC(=O)CN(C(=S)Nc1ccc(F)cc1)C1CC(=O)N(c2ccccc2)C1=O (centres undefined)	5	-4
COc1cccc(-c2ccc(C3[C@H]4CNC[C@@H]3N4Cc3cccnc3)cc2)c1 (some centres undefined)	3	1
CC(NC(=O)C(C(=O)c1cccc([N+](=O)[O-])c1)n1cc(Cl)ccc1=O)c1ccccc1 (centres undefined)	-11	0
COc1ccc(/C=N/n2cnc3scc(-c4cccs4)c3c2=O)cc1OC	10	2
COC(=O)CN1C(=S)N(c2ccc(OC)cc2)C(=O)/C1=C/c1ccc(N2CCOCC2)cc1	9	-3
O=C(c1ccccc1)N1N=C(c2ccccc2)CC1c1ccccc1[N+](=O)[O-] (centres undefined)	-8	-3
CCCCn1c(N)c(N(CCOC)C(=O)CCc2ccc(OC)cc2)c(=O)[nH]c1=O	-3	5
O=C1NC(=O)/C(=C\c2ccc(Oc3ccc([N+](=O)[O-])cn3)cc2)S1	10	-6
COc1ccccc1Nc1nc(N)nc(CSC(=S)N2CC(C)CC(C)C2)n1 (centres undefined)	23	3
O=C(CCN1C(=O)/C(=C/c2cccs2)SC1=S)NC1=NCCS1	7	-4
Cc1ccc(C)c(N2CCN(C(=O)c3csc4ccccc34)CC2)c1	8	5
CCC(C)c1ccc(NC(=O)C2CCN(c3ccc(C(F)(F)F)cn3)CC2)cc1 (centres undefined)	-8	2
COc1ccc(C(=O)Nc2ccccc2C(=O)NC(Cc2ccc(O)cc2)C(=O)NNC(=O)c2ccccc2)cc1 (centres undefined)	-10	8
CCOC(=O)C1CCCN(C(=O)c2ccc(C)c([N+](=O)[O-])c2)C1 (centres undefined)	-25	-6
COc1cc(/C=C(\C#N)C(=O)Nc2ccc3ccccc3c2)c([N+](=O)[O-])cc1OC	5	0
COC(=O)c1c(NC(=O)CN(c2ccc(C)c(C)c2)S(C)(=O)=O)sc2c1CCCC2	-6	2
CC(C)(C)c1ccc(C(=O)NCC(=O)OCc2ccc([N+](=O)[O-])cc2)cc1	-8	-1
COc1ccccc1N(CC(=O)N/N=C/c1ccc(SC)cc1)S(C)(=O)=O	1	0

An excerpt from above in order of their number in LGR2 inh, rising.
compound	LGR2 inh
Cc1noc(C)c1COc1ccc(C(=O)OCC(=O)Nc2cccc(S(=O)(=O)N3CCOCC3)c2)cc1	-31
O=C(CSc1nc2ccc([N+](=O)[O-])cc2[nH]1)c1ccc(Cl)cc1	-24
CCC(CC)NC(=O)/C=C/c1ccccc1Cl	-21
CC(NC(=O)c1ccc(Cl)cc1)c1nnc(SCc2ccc([N+](=O)[O-])cc2)n1C (centres undefined)	0
COc1ccccc1N(CC(=O)N/N=C/c1ccc(SC)cc1)S(C)(=O)=O	1
O=C1NC(=O)/C(=C\c2ccc(Oc3ccc([N+](=O)[O-])cn3)cc2)S1	10
COc1ccccc1Nc1nc(N)nc(CSC(=S)N2CC(C)CC(C)C2)n1 (centres undefined)	23

Next part.
SMILES	LGR2 inh	FN deposit inh
Cc1cc(C)cc(NC(=O)C2CCCN2/C=C/C(=O)C(F)(F)F)c1 (centres undefined)	9	-11
CC(C)CC(NC(=O)OC(C)(C)C)c1cn([C@@H](CCCCNC(=O)OC(C)(C)C)C(=O)N2CCN(C(=O)OC(C)(C)C)CC2)nn1 (some centres undefined)	15	3
CC(C)NC(=S)N(C)C1(c2ccccc2Cl)CCCCC1=O (centres undefined)	23	-3
O=C(NCCN1C(=O)S/C(=C\c2ccccc2)C1=O)c1cc(S(=O)(=O)N2CCOCC2)c(Cl)cc1Cl	43	-4
COc1cccc(CN2[C@@H]3CNC[C@H]2C3c2ccc(/C=C/c3ccccc3)cc2)c1 (some centres undefined)	-14	-10
COc1cc2c(cc1OC)CN(c1nc(CN3CCOCC3)nc3sc4c(c13)CCC(C)C4)CC2 (centres undefined)	2	0
Cn1cnnc1SC1c2cccc3cccc(c23)C1NS(=O)(=O)c1ccc(Cl)cc1 (centres undefined)	29	-3
COc1ccccc1NC(=S)NNC(=S)Nc1ccc(OC(F)F)cc1	-3	3
CCOC(=O)c1c(NC(=O)CCN2CCOCC2)sc2c1CC(C)(C)OC2	13	-4
CC(C)NC(=O)/C(=C/c1cn(-c2ccccc2)nc1-c1cccc([N+](=O)[O-])c1)NC(=O)c1ccccc1	0	-1
O=c1c2ccccc2[nH]c(=S)n1CCC1=CCCCC1	1	-2
COC(=O)c1c(NC(=S)Nc2cc(OC)c(Cl)cc2OC)sc2c1CCCCC2	7	3
Cc1nnn(C23CC4CC(CC(C(=O)NN)(C4)C2)C3)n1	-1	-2
COc1cc(CN2[C@@H]3CNC[C@H]2C3c2ccc(-c3ccc(C)cc3)cc2)cc(OC)c1 (some centres undefined)	-15	-9
Cc1cc(C(=O)OCC(=O)c2ccc3c(c2)NC(=O)CO3)c2ccccc2n1	14	5
COc1ccc(C2c3c(ccc4ccccc34)Oc3ncn4nc(-c5ccco5)nc4c32)cc1OC (centres undefined)	-6	-6
CCCCNC(=S)Nc1cccc(C(C)=O)c1	5	2
O=C(CNC(=S)N(CCCN1CCOCC1)Cc1cccs1)NC1CCCCCCC1	-9	5
O=C(NCCNc1ccc([N+](=O)[O-])cc1C(F)(F)F)c1cccc(F)c1	-3	1
O=C(O)CNC(=S)N(Cc1cccs1)C1CCCCC1	-19	-10
N#CC(C(=O)NC1CCCCC1)=C1CCCCC1	-2	6
O=C(NC(=S)N1CCN(c2ccccn2)CC1)c1ccccc1	-7	-2
Cc1ccccc1OCc1nc2ccccc2c(=O)n1/N=C/c1cn[nH]c1-c1ccccc1	23	1
Cc1csc(SCC(=O)NC(=O)Cc2ccccc2)n1	12	-1
CC1(C)CC(C(CCN(Cc2ccccc2)C(=O)c2ccco2)c2ccc(F)cc2)CCO1 (centres undefined)	2	-8

Later entries
SMILES	LGR2 inh	FN deposit inh
CCOc1ccc(OCCOCCOc2ccccc2Cl)cc1	-4	-9
N/C(=N\OC(=O)CC1CCCCC1)c1ccncc1	-35	0
COC(=O)N/N=C(\C)c1ccc(C)c([N+](=O)[O-])c1	2	0
Cc1ccc(OCC(=O)NC(=S)Nc2cccc(NC(=O)c3ccc(Cl)cc3Cl)c2)cc1	4	3
CN1CCN(C(=O)CSc2ccc(C(F)(F)F)cc2[N+](=O)[O-])CC1	-1	6
Cc1ccccc1S(=O)(=O)NCc1cccnc1	5	-6
NS(=O)(=O)c1ccc(NC(=S)Nc2nn(Cc3ccc(Cl)cc3Cl)cc2Cl)cc1	9	-2
CN(C)c1ccc(N=Cc2nc(-c3ccccc3)oc2OC(=O)c2ccccc2)cc1	-27	11
S=C(NCCc1ccccc1)Nc1ccccn1	-14	3
Cc1ccc(S(=O)(=O)N2CCN(c3ccc(C(=O)N4CCOCC4)cc3[N+](=O)[O-])CC2)cc1	-2	-3
COc1cccc(/C=C(/C(=O)OCC(=O)NC2CCCC(C)C2C)c2ccccc2)c1 (centres undefined)	13	1
Cc1ccc(CN2C(=O)N/C(=C\c3ccc(N4CCOCC4)cc3)C2=O)cc1	-5	6
O=C(CCSCCC(=O)NCc1ccc(F)cc1)NCc1ccc(F)cc1	0	-1
